# Assay outcomes as filed in PubChem BioAssay.
# M4 antag: antagonists of human muscarinic M4 receptor (CHRM4); P08173; CHO-hM4 cells, ACh EC80, Fluo-8 calcium fluorescence; inhibition, % at 3 µM; 360,000 compounds, 0.73% hits;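 active = inhibition above its plate's cutoff, the mean inhibition of sample wells plus 3 SD, cut at about 27% in these data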;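 also: 0% = acetylcholine EC80 with DMSO and 100% = DMSO without agonist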
# Target sequence (P08173 whole entry, looked up): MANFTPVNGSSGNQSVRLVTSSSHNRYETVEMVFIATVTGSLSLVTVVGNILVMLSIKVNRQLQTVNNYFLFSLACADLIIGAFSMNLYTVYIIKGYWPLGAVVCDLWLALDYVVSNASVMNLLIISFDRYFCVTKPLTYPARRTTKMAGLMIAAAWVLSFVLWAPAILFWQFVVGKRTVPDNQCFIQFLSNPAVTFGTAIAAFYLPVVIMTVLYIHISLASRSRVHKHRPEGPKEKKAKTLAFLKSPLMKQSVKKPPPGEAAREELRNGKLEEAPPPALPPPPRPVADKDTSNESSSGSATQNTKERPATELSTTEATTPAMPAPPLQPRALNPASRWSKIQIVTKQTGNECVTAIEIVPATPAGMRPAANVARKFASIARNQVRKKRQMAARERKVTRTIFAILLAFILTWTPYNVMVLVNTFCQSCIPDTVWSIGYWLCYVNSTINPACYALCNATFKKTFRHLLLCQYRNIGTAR
# TAAR1 agonist: human TAAR1 agonism; activation, % at 3 µM; Q96RJ0; 360,000 compounds, 0.99% hits; CHO RD-HGA16 TAAR1, Fluo-8 calcium fluorescence; vehicle wells 0%, saturating PEA agonist 100%;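 active = activation above the mean activation of all test compounds in the run plus 3 SD, cut at about 38% in these data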
#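 Signal – calcium-sensitive Fluo-8 signal, excitation 470-495, emission 515-575 nm · System – RD-HGA16 (CHO) cells co-expressing Gα16 and hTAAR1 · Incubation – 17-24 h seeding, 75 min 37 °C dye, 30 min RT · Compound dosing – 3 µM single concentration · Repeats – no replicates (n 1)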
# CHRM1 agonist: activates human CHRM1 receptor; activation, % at 3 µM; AID 588814; 360,000 compounds, 0.33% hits; CHO-K1 hM1, Fluo-8 calcium fluorescence, agonist mode; 0% DMSO, 100% acetylcholine EC100;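 active = activation above the run's mean compound activation plus 3 SD, cut at about 16% in these data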;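 also: peak over basal fluorescence ratio within a 140 s kinetic read after compound addition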
# CHRM5 agonist: agonists of human muscarinic M5 receptor (CHRM5) | P08912 | CHO-K1 hM5 cells, Fluo-8 calcium fluorescence; 0% DMSO wells, 100% maximal acetylcholine response | activation, % at 3 µM | 360,000 compounds, 0.19% hits | AID 624037;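 active = activation above the run's mean over test compounds plus 3 SD, cut at about 23% in these data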;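 also: signal is peak over basal fluorescence ratio across the kinetic read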
# Target sequence (P08912 whole entry, looked up): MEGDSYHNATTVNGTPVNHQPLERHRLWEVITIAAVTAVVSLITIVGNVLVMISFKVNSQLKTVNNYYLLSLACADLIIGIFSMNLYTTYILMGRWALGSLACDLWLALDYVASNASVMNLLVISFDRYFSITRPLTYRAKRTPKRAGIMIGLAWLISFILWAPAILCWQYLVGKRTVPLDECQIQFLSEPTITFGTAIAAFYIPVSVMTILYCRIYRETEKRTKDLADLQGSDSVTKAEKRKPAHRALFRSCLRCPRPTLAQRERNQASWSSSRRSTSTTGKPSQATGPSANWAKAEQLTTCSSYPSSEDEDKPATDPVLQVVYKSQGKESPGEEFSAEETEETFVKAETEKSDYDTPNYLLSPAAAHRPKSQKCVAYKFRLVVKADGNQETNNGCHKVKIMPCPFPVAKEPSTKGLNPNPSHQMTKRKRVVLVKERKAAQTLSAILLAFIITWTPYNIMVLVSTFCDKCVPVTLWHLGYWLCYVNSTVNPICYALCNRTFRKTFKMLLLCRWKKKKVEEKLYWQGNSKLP
# M1 antag: human CHRM1 antagonism | P11229 | CHO-K1 hM1, Fluo-8 calcium fluorescence, ACh EC80 antagonist | inhibition, % at 3 µM | 360,000 compounds, 1.3% hits | AID 588852;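 active = percent inhibition above its own plate's cutoff, namely the mean of that plate's compound wells plus 3 SD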;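 also: peak over basal fluorescence ratio during 140 s after agonist addition; 0% = ACh EC80 plus DMSO and 100% = DMSO alone without agonist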
# M5 antag: CHRM5 antagonism in calcium assay. P08912. AID 624040. 360,000 compounds, 0.59% hits. CHO-hM5 cells, Fluo-8 calcium fluorescence, ACh EC80. inhibition, % at 3 µM;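 active = inhibition above a per-plate cutoff, the mean of that plate's test compounds plus 3 SD, cut at about 27% in these data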;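 also: 0% = acetylcholine EC80 with DMSO and 100% = DMSO without agonist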
# M5 PAM: CHRM5 positive allosteric modulation; P08912; activation, % at 3 µM; AID 624038; 360,000 compounds, 0.3% hits; CHO-K1 hM5, Fluo-8 calcium, ACh EC20 PAM; 0% = ACh EC20, 100% = ACh EC100;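 active = activation above the run cutoff, the mean activation of all test compounds plus 3 SD, cut at about 18% in these data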
#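 Measured by: Fluo-8 calcium fluorescence; material: human M5 receptor in CHO-K1 cells; schedule: Post-acetylcholine fluorescence recording 140 s; benchmarks: low control EC20 acetylcholine (0%), high control EC100 acetylcholine (100%); read-out: Max/basal fluorescence ratio as % of EC20–EC100 ACh window; compound: single dose, 3 µM nominal final test concentration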
# CHRM4 agonist: CHRM4 agonism in calcium assay | P08173 | CHO-K1 hM4/Gqi5, Fluo-8 calcium fluorescence; vehicle 0%, full acetylcholine response 100% | activation, % at 3 µM | 360,000 compounds, 0.14% hits | AID 624127;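 active = activation above the run mean over all test wells plus 3 SD, cut at about 32% in these data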;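 also: peak over basal fluorescence ratio per well then scaled between controls; 0% = DMSO wells and 100% = acetylcholine at EC100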
# M1 PAM: positive allosteric modulators of human M1 muscarinic receptor; activation, % at 3 µM; 360,000 compounds, 0.088% hits; CHO-K1 hM1, Fluo-8 calcium fluorescence, ACh EC20; 0% = ACh EC20, 100% = maximal ACh; P11229; AID 588819; in the data active = activation above about 19%, passing the limit was not always enough
# The depositor's hits bear a star; . = no result given.
no.	SMILES	M4 antag	TAAR1 agonist	CHRM1 agonist	CHRM5 agonist	M1 antag	M5 antag	M5 PAM	CHRM4 agonist	M1 PAM
1	COC(=O)[C@@H](NC(=O)c1cc(COc2cncc(Cl)c2)on1)c1ccccc1	-12	9	-1	-6	-12	-9	10	8	8
2	CCCCN(CCCC)/C(N)=N/c1nc(C)cc(C)n1	1	5	-8	-6	2	5	-1	1	0
3	CCOC(=O)/C=C/C(=O)Nc1nccs1	10	5	-1	2	-5	5	-3	1	4
4	CCc1nnc(NS(=O)(=O)c2ccc(NC(=O)/C=C/C(=O)O)cc2)s1	1	-1	0	3	-11	0	8	1	8
5	C=CCn1cc(F)c(=O)n(CC=C)c1=O	-20	1	-3	-5	0	-4	-9	0	4
6	CCOc1ccc(NC(=O)Cn2nnc(-c3ccccc3NC(=O)c3cccs3)n2)cc1	-3	3	-1	-7	7	6	-8	0	-3
7	C/C(CC(=O)NC(C)C)=N\NC(=O)COc1cc(C)c(Br)cc1Br	-5	4	-5	-1	-14	4	-9	12	6
8	CC1CCCCC1NC(=O)C1CCN(S(=O)(=O)N2CCC3(CC2)OCCO3)CC1 (centres undefined)	1	3	-2	2	-16	1	5	3	11
9	O=C(O)c1cccc(NS(=O)(=O)c2ccc(C3CCCCC3)cc2)c1	-4	.	-8	-3	-5	-5	8	3	6
10	N#CCSc1nnc2sc3ccccc3n12	-12	2	-1	0	-10	-1	-3	1	4
11	COc1ccc(S(=O)(=O)Nc2c(C(=O)O)[nH]c3ccccc23)cc1OC	-6	2	-4	1	-12	-9	5	0	10
12	C=C(C)CSc1nnc(-c2ccc(C)cc2)n1N	3	2	-6	0	-8	3	4	-1	8
13	COc1cc(/C=N\NC(=O)c2ccc(C)nc2)ccc1OC(=O)c1cccc(F)c1	6	9	-2	-1	-2	8	-4	4	1
14	O=C(Nc1ccc(N2CCN(C(=O)c3ccco3)CC2)cc1)c1cccnc1Cl	-2	4	-6	3	-16	1	2	1	14
15	O=C(Cc1ccc([N+](=O)[O-])cc1)NC1CCCCCC1	10	2	-4	6	-25	-9	2	0	13
16	CC(CC(=O)Nc1ccc(Br)cc1F)S(=O)(=O)c1ccc2c(c1)NC(=O)CO2 (centres undefined)	0	9	-2	-2	12	15	-10	16	-5
17	CC(C)C(=O)Nc1c2c(nc3ccccc13)N(C)CC2	18	4	-6	-5	8	3	-2	0	-2
18	CCOC(=O)CSc1n[nH]c(-c2ccco2)n1	2	3	-3	0	6	3	-9	1	-5
19	CC1(C)CC(NS(=O)(=O)c2ccc(S(=O)(=O)N3CCOCC3)cc2)CCO1 (centres undefined)	-4	3	-5	5	-10	-3	4	3	8
20	COc1cccc(CNc2nc(NC(C)C)nc3ccsc23)c1OC	-3	2	-5	-1	1	9	-4	6	-10
21	CC1(C(=O)NS(=O)(=O)c2cccc(F)c2)CCN1C(=O)CCC1CCCC1 (centres undefined)	3	1	0	1	-14	4	-3	1	6
22	COC(=O)c1ccc(C2c3c(n[nH]c3C)C(=O)N2c2ccc(C)cc2)cc1 (centres undefined)	5	-2	-7	1	26	6	-7	0	-23
23	Cc1cc(NC(=O)C2CCN(S(=O)(=O)c3cnc[nH]3)CC2)ccc1Br	-8	7	1	-1	-24	-7	12	1	6
24	C/C(=N\Nc1ccc([N+](=O)[O-])cc1[N+](=O)[O-])c1cccnc1	-1	-1	-3	3	9	15	-10	23	-11
25	CC1CCN(C(=O)c2ccccc2NC(=O)Nc2ccccc2)CC1	-7	3	-3	-5	-9	22	-7	1	2

# Sorted by SMILES length (lowest first): some entries from above.
no.	SMILES	M4 antag	TAAR1 agonist	CHRM1 agonist	CHRM5 agonist	M1 antag	M5 antag	M5 PAM	CHRM4 agonist	M1 PAM
10	N#CCSc1nnc2sc3ccccc3n12	-12	2	-1	0	-10	-1	-3	1	4
20	COc1cccc(CNc2nc(NC(C)C)nc3ccsc23)c1OC	-3	2	-5	-1	1	9	-4	6	-10
9	O=C(O)c1cccc(NS(=O)(=O)c2ccc(C3CCCCC3)cc2)c1	-4	.	-8	-3	-5	-5	8	3	6

# (more compounds)
no.	SMILES	M4 antag	TAAR1 agonist	CHRM1 agonist	CHRM5 agonist	M1 antag	M5 antag	M5 PAM	CHRM4 agonist	M1 PAM
26	Cc1cc2[nH]c(=O)c(=O)[nH]c2cc1S(=O)(=O)N(C)C1CCCCC1	-7	0	-2	-3	-19	4	-5	0	11
27	CCCCC[C@@H]1C=C(C(=O)O)[C@H](c2ccc(C#N)cc2)N1S(=O)(=O)c1ccc(C)cc1	-7	3	-5	0	-4	-9	3	1	6
28	Cc1ccc(NC(=O)CCNS(=O)(=O)c2cc(Br)cnc2N)cc1Cl	4	16	-2	0	3	3	-6	8	2
29	CC(C)[C@H](NC(=O)c1ccccc1F)C(=O)OCCN1C(=O)c2ccccc2C1=O	-5	3	2	4	-4	10	-1	8	4
30	COc1cc(CC(=O)OCC(=O)NC2CCCC2)cc(OC)c1OC	6	2	-2	1	-6	-1	5	0	10
31	O=C1CCCN1CCCNS(=O)(=O)c1ccc(F)cc1F	0	1	-4	-3	-15	6	6	1	11
32	O=C1CC2(CCOCC2)Oc2ccc3ccccc3c21	1	3	-11	-6	-8	10	8	1	8
33	Cc1cc(C)cc(OCC(=O)N(Cc2ccccc2)C2CCS(=O)(=O)C2)c1 (centres undefined)	15	-2	-1	-2	-10	8	-4	1	11
34	C[n+]1cc[nH]c1SCC(=O)c1ccc(Cl)cc1	-9	4	-13	-5	-2	-9	13	0	7
35	CCOC(=O)c1c(C)nc(-c2ccccc2)nc1NC(=O)C(C)C	1	21	-5	-6	8	6	-5	1	-3
36	CC(OC(=O)c1ccc(Cl)c(S(N)(=O)=O)c1)C(=O)NCc1ccc2c(c1)OCO2 (centres undefined)	-3	2	-3	-2	0	5	-4	1	3
37	CN(C(=O)COC(=O)/C=C/c1ccc(F)cc1)c1c(N)n(Cc2ccccc2)c(=O)[nH]c1=O	-15	0	-2	1	-21	-14	8	1	17
38	COc1cc(C)c(/C=C/C(C)=C/C=C/C(C)=C/C(=O)O)c(C)c1C	-5	2	-3	0	-31	-3	3	-1	6
39	Cc1cccc(C(=O)NC2CC3CCCC(C2)N3C(=O)Nc2ccccc2)c1 (centres undefined)	-25	-1	-3	-5	-18	16	-3	2	15
40	Cc1cccn2c(=O)c(/C=C(\C#N)S(=O)(=O)c3ccccc3)c(N3CCN(C)CC3)nc12	-5	4	-4	-3	5	-12	-3	4	-2
41	CC1(c2ccccc2)CC(C)(C)N2C(=O)Cc3cccc1c32 (centres undefined)	33*	-3	-6	-8	-14	6	-3	-1	8
42	COc1ccccc1NS(=O)(=O)c1cccc(NS(=O)(=O)c2cc(C(=O)O)ccc2Cl)c1	-21	2	-5	0	-8	0	-1	2	4
43	Cc1nnc(NC(=O)c2ccc(Br)cc2)s1	-5	14	1	3	-13	-5	4	1	13
44	COC(=O)c1cn(C)c2ccc(S(=O)(=O)N3CCCCC3)cc2c1=O	-17	3	-6	-3	-3	-14	4	1	-3
45	O=C(CCc1ccccc1)NN1C(=O)C2C3C=CC(O3)C2C1=O (centres undefined)	0	2	-4	-1	6	6	2	0	0
46	O=C(N/N=C/c1ccc(Cl)cc1)c1cc2c(s1)-c1ccccc1CC2	-2	4	-1	-3	-8	1	-4	1	4
47	CCCCCc1ccc(-c2ccc(OCC)cc2)nc1	3	-1	-5	1	-11	5	5	0	7
48	COc1ccc(/C=N/Nc2cc(C)nc3c(C)cccc23)cc1	-3	18	-3	-5	-7	6	-1	1	6
49	COC(=O)CCCCC1SCC2NC(=O)NC21O (centres undefined)	5	1	-5	-1	-12	9	-2	0	6
50	N#Cc1ccc(-c2nc3ccc(Br)cn3c2Cc2ccsc2)cc1	-8	-1	2	2	-20	1	-1	1	-3

# Brought forward from above: 2 entries, followed by the next part.
no.	SMILES	M4 antag	TAAR1 agonist	CHRM1 agonist	CHRM5 agonist	M1 antag	M5 antag	M5 PAM	CHRM4 agonist	M1 PAM
49	COC(=O)CCCCC1SCC2NC(=O)NC21O (centres undefined)	5	1	-5	-1	-12	9	-2	0	6
50	N#Cc1ccc(-c2nc3ccc(Br)cn3c2Cc2ccsc2)cc1	-8	-1	2	2	-20	1	-1	1	-3
51	CC(C)(C)c1ccc(CN2C(=O)CSC2=O)cc1	13	5	-12	-10	6	12	-5	-1	-23
52	CCc1nnc(NC(=O)c2cc(S(=O)(=O)N3CCN(c4ccccc4)CC3)ccc2Cl)s1	7	3	-5	-7	3	0	-1	0	0
53	NC(=O)c1c(NC(=O)c2cccc(N3C(=O)CCC3=O)c2)sc2c1CCCCC2	-3	2	-2	0	15	12	2	1	-3
54	O=C(CCC1CCCN(C(=O)c2ccc3[nH]ccc3c2)C1)N1CCN(c2ccccn2)CC1 (centres undefined)	6	7	-6	3	4	4	-5	8	1
55	O=C1NC2=C(C(=O)CCC2)C(c2ccccc2)N1 (centres undefined)	10	-3	-2	-2	3	6	-2	2	0
56	COc1ccc(Nc2nc(N)nc(CSC(=S)N3CCCCC3)n2)cc1	-7	5	-10	-2	-13	-4	-2	2	9
57	CC(=O)N1CCC(C(=O)N2CCN(S(=O)(=O)c3ccc(Cl)s3)CC2)CC1	1	3	-4	-4	-4	-1	3	1	6
58	Cc1cccc(NC(=O)COC(=O)c2ccc3c(c2)OCO3)c1C	-6	4	-2	0	2	2	9	1	9
59	Cc1nnsc1SC(C)C(=O)O (centres undefined)	0	9	-2	-1	-15	2	-13	1	6

# One compound at a time, as listed above:
# COc1ccc(Nc2nc(N)nc(CSC(=S)N3CCCCC3)n2)cc1 in the list: M4 antag: -7; TAAR1 agonist: 5; CHRM1 agonist: -10; CHRM5 agonist: -2; M1 antag: -13; M5 antag: -4; M5 PAM: -2; CHRM4 agonist: 2; M1 PAM: 9
# Cc1nnsc1SC(C)C(=O)O (centres undefined) in the list: M4 antag: 0; TAAR1 agonist: 9; CHRM1 agonist: -2; CHRM5 agonist: -1; M1 antag: -15; M5 antag: 2; M5 PAM: -13; CHRM4 agonist: 1; M1 PAM: 6
# CC(=O)N1CCC(C(=O)N2CCN(S(=O)(=O)c3ccc(Cl)s3)CC2)CC1 in the list: M4 antag: 1; TAAR1 agonist: 3; CHRM1 agonist: -4; CHRM5 agonist: -4; M1 antag: -4; M5 antag: -1; M5 PAM: 3; CHRM4 agonist: 1; M1 PAM: 6

# Only part of the results is shown. The share of hits here may be higher or lower than overall.
